LYP inhibition – PTPN22 lymphoid phosphatase activity blockers – biochemical, fluorescence intensity, uHTS (AID 1779); inhibition, % at 11.5 µM; hits with a dose series show IC50 in µM; 290,000 compounds, 0.054% hits; recombinant LYP phosphatase, fluorescence intensity; higher % means a stronger effect; in the data active means inhibition above about 50%;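 further: plate controls were vehicle with enzyme for no effect and no enzyme for full effect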
West Nile virus CPE – West Nile virus antiviral activity, cell-based, CPE readout (AID 1621). West Nile virus-infected cells, CPE inhibition; higher % means a stronger effect. 290,000 compounds, 0.02% hits. CPE inhibition, % at 10 µM; hits with a dose series show IC50 in µM; in the data active means a potency from the dose series; inconclusive means CPE inhibition mostly from about 3.7% at the one dose, without a potency; inactive means the rest, 99 in 100 with CPE inhibition below about 2.2%; further: strong numbers were not always called active
RSV CPE inhibition – RSV antiviral activity via CPE protection, HEp-2 cells, primary 10 µM value included (AID 2391). one-dose CPE inhibition, % at 10 µM; IC50 in µM for titrated hits. HEp-2 cells, RSV-induced CPE inhibition; higher % means a stronger effect. 310,000 compounds, 0.13% hits; in the data active means a potency from the dose series; inconclusive means CPE inhibition mostly from about 23% at the one dose, without a potency; inactive means the rest, 99 in 100 with CPE inhibition below about 21%; further: strong numbers were not always called active
SV40 large T antigen – TAg ATPase/helicase activity blockers – biochemical (AID 1903); SV40 large T antigen ATPase/helicase inhibition assay; higher % means a stronger effect; 310,000 compounds, 0.39% hits; inhibition, % at 20 µM, or IC50 in µM where a hit was titrated; in the data active means a potency from the dose series; inconclusive means inhibition mostly from about 32% at the one dose, without a potency; inactive means the rest, 99 in 100 with inhibition below about 32%; further: strong numbers were not always called active
ER stress rescue – rescue of cells from ER stress-induced death, primary screen, 384-well, CSM14.1, thapsigargin, ATP luminescence (AID 1222); CSM14.1 thapsigargin-induced death rescue, ATP luminescence; higher % means a stronger effect; 190,000 tested, under 10 active; one-dose cellular ATP content (survival), % at 20 µM; EC50 in µM for titrated hits;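 active means EC50 below 50 µM in the dose-response confirmation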;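 further: death triggered by thapsigargin at about 15 µM added after 2 h compound pretreatment; cell ATP read after overnight thapsigargin exposure of roughly 18 to 22 hours; normalized against plate controls of thapsigargin alone and 5% DMSO vehicle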
GPR35 antagonists – inhibition of zaprinast-stimulated GPR35 beta-arrestin translocation – imaging, U2OS, beta-arrestin-GFP, zaprinast agonist, primary screen (AID 2058); U2OS GPR35 beta-arrestin-GFP translocation imaging, zaprinast antagonism; higher % means a stronger effect; inhibition, % at 10 µM, or IC50 in µM where a hit was titrated; 290,000 compounds, 0.052% hits;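 active means inhibition of at least 50% with at least 30 cells and total cytoplasm GFP at most 10,000,000; inconclusive means under 30 cells or total GFP of 10,000,000 plus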
Dengue-2 NS5 capping – Dengue-2 NS5 methyltransferase inhibitors, primary screen, biochemical, confirmation dose response (AID 588689); 340,000 compounds, 0.3% hits; one-dose inhibition, % at 25 µM; IC50 in µM for titrated hits; Dengue-2 NS5 methyltransferase capping enzyme assay, biochemical; higher % means a stronger effect; in the data active means a potency from the dose series; inconclusive means inhibition above about 29% without an active follow-up result
MgcRacGAP inhibition – MgcRacGAP GTPase-activating activity inhibitors, confirmation, biochemical, ADP Hunter fluorescence; 340,000 compounds, 0.6% hits; MgcRacGAP-stimulated Rac1 GTP hydrolysis, ADP Hunter fluorescence; higher % means a stronger effect; GST-tagged Rac1 F28L mutant substrate; one-dose inhibition, % at 30 µM; IC50 in µM for titrated hits;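 active means first-screen hits whose inhibition reached a set limit at any dose in the follow-up dose series; inconclusive means inhibition above the set first-screen limit but never retested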;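 further: fluorescence reports GDP produced by GAP-driven GTP hydrolysis; strong numbers were not always called active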
PhoP inhibition – PhoP-dependent GFP reporter repression – Salmonella Typhimurium, primary screen (AID 1863); 300,000 compounds, 0.16% hits; inhibition, % at 50 µM; hits with a dose series show IC50 in µM; S. Typhimurium PhoP-regulated promoter GFP reporter, 4 h; higher % means a stronger effect;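 active means inhibition over 29.93%, a cutoff 3 SD above the screen mean, later confirmed by dose response; inconclusive means inhibition over 29.93% but no dose response follow-up; inactive means inhibition at most 29.93% or unconfirmed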;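 further: 0% = low Mg2+ inducing control and 100% = high Mg2+ repressing control; strong numbers were not always called active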
The depositor's hits bear a star; ? = inconclusive; . = not tested or not shown.

| SMILES | RSV CPE inhibition | ER stress rescue | LYP inhibition | Dengue-2 NS5 capping | SV40 large T antigen | GPR35 antagonists | MgcRacGAP inhibition | West Nile virus CPE | PhoP inhibition |
| --- | --- | --- | --- | --- | --- | --- | --- | --- | --- |
| Cc1ccc(S(=O)(=O)CCC(=O)NCCN2C(=O)S/C(=C\c3ccccc3)C2=O)cc1 | 0.9% | -0.2% | 4% | -9% | 2% | 10% | 11% | -1.0% | -4% |
| CN1CCN(C2=CC3=CC(=C(C#N)C#N)CCC3CC2)CC1 (stereo not drawn) | . | -2.4% | -2% | ? | 11% | 2.8µM* | 17% | -0.1% | -115% |
| CCCN1C(=O)SC(CC(=O)Nc2cccc3ccccc23)C1=O (stereo not drawn) | 3.9% | -2.0% | -4% | -4% | 1% | -18% | -1% | 0.1% | 5% |
| CSc1ccc(OCC(=O)Nc2ccc(N3CCOCC3)c(Cl)c2)cc1 | . | . | -4% | 3% | . | -8% | 6% | -0.2% | . |
| COc1ccc(-c2noc(C3CCCN(S(=O)(=O)c4cccc(Cl)c4C)C3)n2)cc1OC (stereo not drawn) | 4.2% | -0.1% | 2% | 2% | 2% | -4% | 10% | -0.5% | -3% |
| O=C(Cn1ncc2c(=O)oc3ccccc3c21)N1CCC(N2CCCCC2)CC1 | 1.7% | . | -2% | -4% | 8% | -5% | 5% | 0.3% | 3% |
| NCCCC[C@@H]1NC(=O)c2cc([N+](=O)[O-])cc(I)c2SC[C@@H](C(=O)NCC(N)=O)NC(=O)CNC1=O | -1.2% | -5.3% | -4% | -6% | 18% | 0% | 5% | 0.0% | 4% |
| CC1(C)CC(NC(=O)c2cc([N+](=O)[O-])cc([N+](=O)[O-])c2)CC(C)(C)N1 | -0.1% | . | -10% | 8% | 2% | 5% | -3% | 0.8% | -6% |
| O=S(=O)(c1cccs1)N1CN(C2CCCC2)c2nc3ccccc3nc21 | -0.9% | . | 0% | . | 19% | 18% | . | 0.1% | -4% |
| Cc1ccc(-c2cn(CCC(=O)O)c(-c3ccc(Cl)nc3)n2)cc1 | 0.7% | . | . | -13% | 9% | . | 2% | . | . |
| CC(=O)C1=NN(c2ccccc2)C(c2ccc3c(c2)OCO3)N1c1ccccc1 (stereo not drawn) | 19% | 0.2% | -1% | -29% | 5% | 11% | 11% | 0.3% | -11% |
| COc1ccc(NC(=O)CN2CCN(CC(=O)Nc3ccccc3Cl)CC2)cc1Cl | 5.3% | 9.4% | -5% | 1% | 17% | -12% | 14% | -0.2% | -3% |
| COc1ccc(-c2nc(CSCC(=O)NCCCN3CCCC3=O)c(C)o2)cc1 | 0.8% | . | 0% | -1% | 11% | 16% | 4% | 0.9% | -1% |
| O=C(N/N=C/c1cccc([N+](=O)[O-])c1)C1COc2ccccc2O1 (stereo not drawn) | 1.4% | 1.1% | -3% | -10% | -7% | -1% | 6% | 0.0% | 6% |
| CSc1c(SCc2ccccc2)cnn(Cc2ccccc2)c1=O | 4.8% | 3.2% | 5% | -10% | 7% | 5% | 7% | -1.6% | -6% |
| O=C(CN1C(=O)NC2(CCCCCCC2)C1=O)NC1CCCc2ccccc21 (stereo not drawn) | 0.7% | -2.3% | 1% | 1% | 10% | 4% | 3% | -0.7% | 2% |
| CCN(c1ccc(OC)cc1)S(=O)(=O)N1CCCC(C(=O)NCc2cccc(C)c2)C1 (stereo not drawn) | 2.5% | . | -12% | -5% | 13% | 1% | 1% | -1.2% | . |
| COC(=O)C(Cc1c[nH]c2ccccc12)NC(=O)c1cc(-c2ccc(OC)c(OC)c2)oc1C (stereo not drawn) | 8.1% | -3.3% | 2% | -8% | 2% | -3% | 3% | -0.6% | -1% |
| O=C(c1ccc(CN2CCOCC2)cc1)N1CCC(Cc2ccccc2)CC1 | -0.1% | 0.7% | -9% | -6% | 14% | 12% | 10% | -0.5% | 0% |
| COc1ccc(S(=O)(=O)N2CCOCC2)cc1C(=O)N1CCCCC1 | 0.8% | . | -7% | 0% | 8% | -2% | -2% | 0.3% | 1% |
| COc1ccccc1N1CCN(C(=S)Nc2ccc3nc(N4CCOCC4)cc(C)c3c2)CC1 | 48% | 1.5% | 0% | 83% | 4% | -16% | 22% | -0.6% | 3% |
| COc1cc2c(cc1OC)[C@H](Cc1ccc(O)cc1)NCC2 | -1.7% | -4.8% | -7% | 0% | 26% | 15% | 5% | 0.8% | 5% |
| COc1ccccc1CNC(=O)[C@@H]1CCCN1S(=O)(=O)c1ccc(C)cc1 | 2.0% | 1.3% | -1% | -10% | 12% | 7% | -13% | -0.6% | -3% |
| O=[N+]([O-])c1ccc(-c2nc(-c3ccncc3)no2)cc1 | -2.8% | . | 0% | 0% | 7% | -2% | 4% | 0.6% | -1% |
| O=S(=O)(Cc1ccccc1Cl)Nc1ccccn1 | -0.7% | -2.8% | -8% | 1% | 9% | 0% | 4% | 0.1% | 11% |
| CCC(=O)Nc1ccc(Cl)c(NC(=S)NC(=O)c2ccco2)c1 | 2.1% | 1.1% | -4% | -1% | 7% | -8% | 13% | -0.8% | -1% |
| O=C(Nc1ccccc1N1CCN(c2ccccc2)CC1)c1cccc(F)c1 | 1.6% | -3.7% | -2% | -3% | 10% | 13% | -1% | 0.0% | -11% |
| Cn1nnc(NC(=S)NC(=O)c2ccc(-c3ccc(Br)cc3)o2)n1 | 11% | -1.1% | 6% | -9% | 8% | -11% | 15% | -0.8% | -3% |
| Nc1nc(-c2ccccc2)c(C(=O)Nc2ccccc2)s1 | 0.7% | 0.2% | 2% | 2% | 10% | 9% | -2% | -0.8% | -9% |
| CC(=O)N(Cc1cc2c(C)cc(C)cc2[nH]c1=O)C1CCCCC1 | 14% | 2.0% | -2% | -1% | -2% | 1% | 0% | -0.4% | -4% |
| CCn1cc(C(=O)OCC(=O)Nc2ccc(C(C)C)cc2)c(=O)c2ccc(C)nc21 | 3.9% | -3.7% | 0% | -10% | 26% | 6% | 4% | -0.3% | 4% |
| COc1ccc(NC(=O)CCSc2ccc(F)cc2)cc1 | 1.8% | -3.5% | -4% | 4% | 7% | -12% | 8% | 1.2% | -2% |
| COCCNC(=O)c1cccc(Nc2nc(-c3ccccc3)c3cc(Cl)ccc3n2)c1 | 17% | 2.8% | 1% | ? | 7% | -3% | 6% | 0.3% | -10% |
| O=C(NN=C1CCCCCC1)c1cccnc1 | -0.5% | -1.1% | -6% | -2% | 16% | 15% | 1% | 0.3% | 6% |
| COCC(=O)N(C)c1nnc(-c2cnccn2)s1 | 2.1% | -1.6% | 0% | -5% | 2% | -18% | 7% | -0.2% | 11% |
| O=C(Cc1ccc([N+](=O)[O-])cc1)Nc1ccc(Br)cn1 | 8.7% | . | 4% | -8% | 13% | 5% | 2% | -0.7% | -6% |
| CCNc1nc(N)nc(Oc2ccc(C(=O)OC)cc2)n1 | -0.6% | 1.2% | -6% | -2% | -1% | -16% | 12% | 1.1% | 3% |
| CCOC(=O)CNc1c(-c2ccc(OC)cc2)nc2ccc(Cl)cn12 | -0.4% | -2.7% | -5% | -4% | 19% | 2% | 22% | -0.3% | -2% |
| COCCCn1c(SCC(=O)Nc2nnc(C)s2)nnc1-c1ccoc1C | 3.4% | 2.5% | -7% | 9% | 6% | -12% | 10% | 0.0% | 2% |
| C[C@@H]1O[C@@H](O[C@H]2[C@H](Oc3cc(O)c4c(c3)O[C@H](c3ccc(O)cc3)CC4=O)O[C@H](CO)[C@@H](O)[C@@H]2O)[C@H](O)[C@H](O)[C@H]1O | -1.6% | 0.0% | -8% | -2% | 26% | 0% | 2% | 0.1% | -3% |
| CSCCCNC(=O)c1ccc(OC2CCN(C(=O)c3cccnc3)CC2)cc1 | 1.8% | . | -7% | -4% | 11% | -11% | 3% | 0.3% | -3% |
| COc1ccccc1CNC(=O)c1cc2c(=O)[nH]c3ccccc3c2n1C | 16% | -0.6% | -4% | . | 16% | -5% | . | -0.2% | 2% |
| CCn1nc(C(=O)OCC(=O)N(CC(C)C)c2c(N)n(Cc3ccccc3)c(=O)[nH]c2=O)c2ccccc2c1=O | -0.2% | . | . | -2% | 8% | . | 0% | . | -5% |
| CCN(CC)Cc1cc(O)c(CN(CC)CC)cc1O | . | -1.0% | -4% | 28µM* | 32% | -1% | 24% | -0.1% | 0% |
| COc1cccc(OCC(O)CN2C(C)CCCC2C)c1 (stereo not drawn) | 0.9% | 0.8% | -8% | -1% | -2% | 1% | 5% | 0.0% | -5% |
| CCC(=O)Nc1ccc(OCc2nc3ccccc3s2)cc1 | 4.4% | -0.6% | 2% | -7% | -2% | -4% | 15% | -0.5% | -5% |
| COC(=O)CSc1nnc(Cc2cc(=O)[nH]c(=O)[nH]2)n1-c1cccc(OC)c1 | 0.5% | -1.0% | 2% | 9% | 8% | -8% | 2% | 0.0% | 4% |
| Cc1[nH]c2c(C)cccc2c1CCNS(=O)(=O)c1cccc([N+](=O)[O-])c1 | 4.2% | -1.1% | 2% | -1% | 1% | 16% | 6% | -0.1% | 9% |
| CCOc1ccccc1-c1nc(C(N)=O)c2[nH]c(=O)n(-c3ccc(F)cc3)c2n1 | 0.0% | -0.1% | -9% | 1% | -1% | -1% | 4% | 0.2% | -8% |
| COc1ccc(-n2nnc3c(=O)n(Cc4ccccc4C)cnc32)cc1 | 1.2% | -1.2% | -5% | 7% | 1% | 18% | 8% | -0.1% | -4% |
| COc1ccc(CCNC(=O)CS(=O)(=O)Cc2nc(-c3ccccc3Cl)oc2C)cc1OC | 1.1% | . | -11% | 5% | 16% | -1% | 1% | -1.1% | . |
| CN1CCN(C2Cc3ccc(F)cc3Sc3cc(F)c(Cl)cc32)CC1 (stereo not drawn) | 10% | . | . | -8% | 2% | . | 6% | . | . |
| N#Cc1cnn2c(C(F)(F)F)c3c(nc12)CCCC3 | 1.5% | -1.3% | -2% | -5% | . | 3% | 0% | 0.0% | . |
| N#C/C(=C(/O)c1ccc(Br)s1)c1nc2ccccc2[nH]1 | 0.7% | . | -12% | 4% | . | -5% | 20% | 0.6% | . |
| COc1ccc(CCNC(=S)N2CCN(S(=O)(=O)c3ccccc3)CC2)cc1 | 0.0% | . | . | 1% | 16% | . | 3% | . | -8% |
| Cc1nnc(N(C(=O)c2cnccn2)c2ccccc2)s1 | 1.0% | 2.2% | -11% | -6% | 6% | 12% | 6% | 0.4% | 6% |
| O=c1c(Cc2ccc(F)cc2)c(O)ccn1CC1CCCO1 (stereo not drawn) | 0.5% | 1.8% | -4% | -16% | 8% | 9% | 2% | 0.5% | -8% |
| COC(=O)CC(=O)CSc1nc2c(cc1C#N)CCC2 | 3.2% | -4.0% | -3% | 0% | 1% | -5% | 3% | 1.3% | -16% |
| Cc1cc(C(=O)NNC(=S)Nc2ccccc2)nn1C | 1.9% | -1.2% | -7% | . | 11% | -16% | . | 0.3% | 3% |
| OCCCNc1ncnc2sc3c(c12)CCN(Cc1ccccc1)C3 | 2.7% | . | -19% | -15% | 0% | 7% | 3% | -0.7% | 3% |

Source: PubChem BioAssay
